# NR2E3 ag-1: activates human photoreceptor nuclear receptor NR2E3; Q9Y5X4; GST-NR2E3/biotin-RetCOR TR-FRET, 1536-well; inhibition of corepressor binding, % at 4.78 µM; 0.12% of 320,000 active; AID 2300;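 active = percent inhibition above the cutoff of mean plus 3 SD of all tested compounds, set per screening campaign, cut at about 20% in these data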;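 also: 0% = DMSO wells and 100% = biotin wells as full block of FRET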
# Target sequence (Q9Y5X4 whole entry, looked up): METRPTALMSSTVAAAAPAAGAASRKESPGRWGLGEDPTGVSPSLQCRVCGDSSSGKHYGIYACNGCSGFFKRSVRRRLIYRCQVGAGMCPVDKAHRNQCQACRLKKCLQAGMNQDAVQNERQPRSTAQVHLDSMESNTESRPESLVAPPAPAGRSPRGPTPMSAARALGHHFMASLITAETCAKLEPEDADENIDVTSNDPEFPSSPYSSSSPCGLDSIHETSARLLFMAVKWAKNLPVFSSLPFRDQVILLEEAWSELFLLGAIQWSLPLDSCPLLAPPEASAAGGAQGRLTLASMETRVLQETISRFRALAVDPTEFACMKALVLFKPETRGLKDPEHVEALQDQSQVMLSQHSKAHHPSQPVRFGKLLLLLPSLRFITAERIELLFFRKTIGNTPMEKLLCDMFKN
#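 Test system: GST-NR2E3 and biotin-RetCOR proteins | Quantity: 1.35 nM GST-tagged NR2E3 final | Medium: Tris pH 7.5 | Also added: 7 nM biotin-RetCOR | Dosing: Compound at 4.8 µM, single dose | Timing: 5 h at 4 °C | Detection: Time-resolved FRET | Read-out basis: Percent inhibition | Benchmarks: Biotin wells as high control, 0.6% DMSO wells as low control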
# Peg3 prom inh: inhibitors of Peg3 promoter. HeLa PEG-Prom luciferase reporter, luminescence, overnight. inhibition, % at 20 µM. 1.7% of 360,000 active. AID 588405;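 active = inhibition of at least 50% at 20 µM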
# MITF TRPM1 inh: MITF TRPM1 promoter inhibition in SK-MEL-5 cells. SK-MEL-5 TRPM1 promoter luciferase, 24 h. inhibition, % at 12.5 µM. 0.83% of 330,000 active;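 active = mean inhibition across replicates of 60% or more, whatever share of single replicates reaches that level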; also: values of inactives mirror those of a sister screen read the other way
# NR2E3 ag-2: activates human NR2E3 receptor | Q9Y5X4 | CHO-S Gal4-NCOR/VP16-NR2E3 two-hybrid, luciferase | inhibition of corepressor binding, % at 3.98 µM | 0.35% of 360,000 active | AID 602229;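 active = inhibition above the mean of all tested compounds plus 3 SD, cut at about 70% in these data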;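 also: 0% = DMSO with NR2E3 transfected cells and 100% = cells lacking NR2E3 construct; higher means lower luciferase signal from less NR2E3 corepressor binding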
# CF NFkB block: inhibitors of cystic fibrosis induced NF-kB; AID 588850; KKLEB NF-kB-GFP reporter, PAF-induced, GFP fluorescence overnight; inhibition, % at 5 µM; 0.86% of 360,000 active;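 active = at least 50% inhibition at 5 µM, scaled per plate between neutral and stimulator controls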;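 also: PAF is a Pseudomonas aeruginosa culture filtrate used as stimulus; plate controls were PAF-stimulated DMSO wells for no effect and unstimulated DMSO wells for full effect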
# Vif inh: HIV Vif inhibition; HEK293T cells, Vif self-association by quenched fluorescence, imaging, 24 h; inhibition, % at 7.49 µM; 0.35% of 340,000 active; in the data active = inhibition above about 50%, passing the limit was not always enough; also: some results filed as inactive read as strong as hits
# PDI inh: blocks human protein disulfide isomerase activity | P07237 | PDI insulin aggregation turbidity, A650, 90 min | inhibition, % at 10 µM | 0.052% of 350,000 active | AID 588391;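 active = mean inhibition across replicates of 30% or more, whatever share of single replicates reach that level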;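 also: absorbance from insulin aggregation driven by PDI reduction with DTT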
# Target sequence (P07237 whole entry, looked up): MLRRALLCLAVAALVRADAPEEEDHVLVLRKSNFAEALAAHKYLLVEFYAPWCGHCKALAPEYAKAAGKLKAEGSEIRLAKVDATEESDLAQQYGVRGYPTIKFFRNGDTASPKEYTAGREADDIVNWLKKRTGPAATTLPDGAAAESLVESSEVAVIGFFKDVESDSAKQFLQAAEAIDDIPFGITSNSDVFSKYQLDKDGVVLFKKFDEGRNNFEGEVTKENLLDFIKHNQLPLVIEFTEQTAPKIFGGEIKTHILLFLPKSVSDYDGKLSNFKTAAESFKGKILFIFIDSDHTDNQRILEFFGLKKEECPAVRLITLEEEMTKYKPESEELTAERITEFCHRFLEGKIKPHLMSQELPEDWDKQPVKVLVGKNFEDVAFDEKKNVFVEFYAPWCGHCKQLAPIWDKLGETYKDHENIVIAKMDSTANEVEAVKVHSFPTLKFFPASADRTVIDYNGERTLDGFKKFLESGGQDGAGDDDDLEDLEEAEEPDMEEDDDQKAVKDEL
# Shn3 3UTR inh: reduces Shn3 3'UTR luciferase signal in osteoblasts; Clone20 osteoblast Shn3 3'UTR firefly luciferase, 24 h; inhibition, % at 12.5 µM; 0.52% of 360,000 active; AID 588674;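 active = mean inhibition of at least 75% with every replicate also reaching 75%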;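 also: 0% = median of neutral control wells and 100% = pilot-screen positive control compound; some compounds past the cut are filed as inactive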
# CaV13 FRET inh: Primary screen for inhibitors of IQ motif and Ca2+-dependent inactivation inhibitor domain binding in CACNA1D, Förster resonance energy transfer in living cells, …. HEK cells, CFP/YFP FRET ICDI-IQ, plate reader, 10 min; percent FRET-ratio fall versus neutral wells. 0.098% of 340,000 active. inhibition, % at 12.3 µM;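 active = mean replicate inhibition of at least 30% and at least 1% of replicates passing that level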;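 also: 0% = median of the neutral control wells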
# HIF-2a block: HIF-2a inhibition; 0.72% of 360,000 active; inhibition, % at 18.8 µM; 786-0 RCC cells HIF-2a reporter, luciferase luminescence, overnight; AID 624352;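 active = inhibition of the luminescence signal of 40% or more relative to plate controls, in a single-dose primary screen at 18.75 µM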
# KKLEB tox: counter-screen for CF NF-kB inhibitors: cytotoxicity | activity change (cytotoxicity), % at 5 µM | 0.36% of 360,000 active | KKLEB CF airway cells viability, ATPlite luminescence, overnight; active compounds read low; cells stimulated with P. aeruginosa culture filtrate;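 active = corrected activity change at or below -50% at 5 µM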
# Starred values were filed as active, the others as inactive; . = no result given; & = joins results of further samples. The list is partial; count on the stated rates, not on these rows.
SMILES,NR2E3 ag-1,Peg3 prom inh,MITF TRPM1 inh,NR2E3 ag-2,CF NFkB block,Vif inh,PDI inh,Shn3 3UTR inh,CaV13 FRET inh,HIF-2a block,KKLEB tox
CCOC(=O)c1cccc(C2=C(CNC(=O)c3nccs3)[C@H]3CC[C@@H](C2)N3Cc2ccccc2)c1,.,8,.,-5,1,7,2,18,-3,0,2
CCCCN1C(=N)C(CC)(CC)C(=O)NC1=O,4,5,-14,6,0,.,4,9,-5,11,-3
Cc1cc(C)c(-n2c(O)c(/C=N/NC(=O)c3ccncc3)c(=O)[nH]c2=O)c(C)c1,-2,10,-2,-30,-8,-5,1,-2,-5,13,11
CN1CCN2c3ccccc3CC3(C(=O)N(C)C(=O)N(C)C3=O)C2C1 (centres undefined),-1,1,5,-1,-5,-2,-2,4,-2,10,6
O=c1c2ccccc2[nH]c(=S)n1-c1cccc(C(F)(F)F)c1,.,12,.,2,-19,-7,-24,-1,-15,7,10
C=CCn1c(O)c(C=NCCN2CCOCC2)c(=O)[nH]c1=S,3,-6,-1,1,-12,4,3,-1,-3,13,-6
Cc1cc(S(N)(=O)=O)ccc1N=Cc1c(O)n(-c2ccccc2)c(=O)[nH]c1=O,2,25,-4,-25,-1,-5,6,12,-2,21,14
Cc1ccc2c(c1)CC1(CN2C)C(=O)NC(=O)N(c2ccccc2C)C1=O (centres undefined),-2,7,14,-25,-1,13,-3,5,-8,8,4
COc1cc(C(=O)O)cc(OC)c1OC,.,18,8,-3,10,-5,.,3,.,8,3
c1ccc(-c2ccc3c(c2)CNCc2cnnn2-3)cc1,.,-54,.,-3,6,3,.,81,-7,-75,0
CC1(O)C[C@]2(C)N(O)C3CCCC[C@@H]3N2O1 (some centres undefined),-3,13,-7,-16,-1,-2,-14,6,.,23,1
CCCCC(=O)N/N=C/c1c(O)n(CCCC)c(=S)[nH]c1=O,4,5,12,-10,20,3,5,0,-2,11,-5
COc1ccc(-n2c(O)c(C(C)=NC3CC3)c(=O)[nH]c2=O)cc1,3,0,4,-16,-11,1,2,10,-5,13,-9
c1ccc(OCC2CO2)cc1 (centres undefined),4,-4,0,-6,12,9,.,9,.,3,-14
CNCC(O)c1cc(OCc2ccccc2)c(OCc2ccccc2)cc1F (centres undefined),1,98*,-20,1,-9,11,-3,23,-6,-18,-8
CCOC(=O)c1c(NC(=O)C(c2ccccc2)c2ccccc2)sc2c1C1CCN2CC1,0,9,-10,1,-2,-5,6,17,.,19,12
Cn1cccc1CNCCc1ccc(F)cc1,0,16,-7,-5,3,-6,8,-6,-3,3,5
Cc1c(C=O)c2ccccc2n1Cc1ccccc1F,-2,4,15,-12,26,0,0,-4,-5,21,-6
COc1ccc(CN2C(=O)NC(=O)/C(=C\c3ccc(OC)c(OC)c3OC)C2=O)cc1,0,25,-1,-12,-17,16,4,8,-3,12,17
CCCCCn1cc(C(=O)C(=O)N2CCOCC2)c2ccccc21,3,11,-7,2,-9,6,3,7,.,12,1
CN(C)c1ccc(/C=C/c2cc[n+](C)c3ccccc23)cc1,.,31&22,82*,61&34,-114&1,12&-22,-7&-7,81&57,-6&-49,-11&-34,2&-31
O=C1C2CCCN2C(c2ccccc2)N1c1ccccn1 (centres undefined),0,-2,4,-4,6,-1,-5,9,-5,1,0
COC(=O)Cn1cc(C(=O)c2ccccc2F)c2ccccc21,.,15,-2,4,-3,0,-1,9,-22,9,-1
O=C1NC(=O)C2(Cc3ccccc3N3CCCC32)C(=O)N1c1ccccc1 (centres undefined),3,4,1,-18,-3,0,-6,-7,.,-2,1
COC(=O)C1=C(c2ccc(S(C)(=O)=O)cc2)C[C@@H]2CC[C@H]1N2C(=O)N1CCCC1,2,3,-2,-5,-27,0,-1,-20,-6,2,5
Cc1ccc(N2C(=O)CC(=O)NC2=O)cc1Cl,6,19,6,-14,11,4,-5,-3,-5,15,7
FC(F)(F)c1cccc(NC2=NCCS2)c1,.,-16,.,13,4,-6,-5,10,-4,-8,-8
C(=NC12CN3CN(CN(C3)C1)C2)c1cccnc1,-2,16,2,-1,-5,17,1,1,.,12,-9
CC(C)(C)C(=O)O[C@H]1CC[C@@]2(C)C(=CC(=O)C3C2CC[C@]2(C)C(=O)[C@@H](F)CC32)C1 (some centres undefined),.,-1,4,12,12,0,1,8,-10,13,3
O=C(Cc1ccc(Cl)cc1)NCCN1CCN(C(=O)Cc2ccc(Cl)cc2)CC1,-3,-3,3,17,-4,-5,4,-12,-5,-1,16
Oc1cc(Cl)ccc1Oc1ccc(Cl)cc1Cl,-2,40,-5,-19,35,-9,.,9,.,-2,-4
CCC(=NCCC1=CCCCC1)c1c(O)[nH]c(=O)[nH]c1=O,4,3,-6,31,5,-4,-3,13,.,6,-7
O=C(COc1ccccc1)N1CCN(C/C=C/c2ccccc2)CC1,1,9,4,2,-10,.,1,14,-8,12,14
CCCOc1ccc(C(C)=O)cc1Cc1c(O)[nH]c(=S)[nH]c1=O,1,6,1,-6,4,3,8,4,-7,17,-11
O=C(CCC(=O)N1C[C@H]2C[C@@H](C1)c1cccc(=O)n1C2)NCc1cccc(C(F)(F)F)c1,-3,10,-4,-8,14,-18,.,13,.,1,10
O=C1NC(=O)N(c2ccccc2)C(=O)/C1=C/c1ccc([N+](=O)[O-])s1,0,23,16,-27,-2,3,3,1,-15,13,4
O=c1[nH]c(=O)n(CCc2ccccc2)c(O)c1C=NCCCn1ccnc1,1,-2,-8,-8,-15,-4,16,-7,.,6,9
O=C(CCN1CCCCC1)Nc1ccc(Br)cc1C(=O)c1ccccc1,4,27,1,4,-1,-18,6,-5,-2,1,-8
COc1cccc(C(=O)C2CCCN(Cc3cnn(C(C)C)c3)C2)c1 (centres undefined),0,17,-8,-43,5,-1,-1,8,-2,7,4
Cc1cc(C(=O)CS(=O)(=O)c2ccc(F)cc2)cc(C)c1OC(=O)N(C)C,0,-212,-43,-79,9,-3,-1,-39,-4,-223,18
COc1ccc(C(=O)O/N=C(/C(N)=O)P(=O)(OC(C)C)OC(C)C)cc1,1,6,.,-41,-3,2,-5,-10,-5,21,-4
O=C(O)C1CN2CCC1CC2 (centres undefined),0,6,-12,5,12,12,-6,-13,-3,-1,6
CCN1C(=O)C(=Cc2ccc(N3CCOCC3)o2)C(=O)N(CC)C1=S,0,3,6,-23,-29,1,-4,12,-4,7,10
CCOC(=O)c1cccc(C2=C(CNC(=O)c3ccncc3)[C@H]3CC[C@@H](C2)N3Cc2ccccc2)c1,.,-7,.,5,3,0,-5,-17,-4,-13,12
O=CNc1ccc(OP(=O)(Oc2ccccc2)Oc2ccccc2)cc1,0,17,-2,20,-1,2,11,11,-7,12,-2
COc1ccc(C(=O)Cn2c(NCCCl)nc3ccccc32)cc1,5,21,7,-41,0,-9,1,-6,1,10,0
CCN(CC)CCCOC(=O)C(OC(C)C)(c1ccccc1)c1ccccc1,0,19,-13,22,12,0,0,54,-5,-36,-7
COc1ccc(N=Cc2c(O)n(-c3ccc(C)cc3)c(=O)[nH]c2=O)cc1,3,-6,-12,8,4,-9,1,-30,-13,6,9

# Brought forward from above: 3 entries, followed by the next part.
SMILES,NR2E3 ag-1,Peg3 prom inh,MITF TRPM1 inh,NR2E3 ag-2,CF NFkB block,Vif inh,PDI inh,Shn3 3UTR inh,CaV13 FRET inh,HIF-2a block,KKLEB tox
COc1ccc(C(=O)Cn2c(NCCCl)nc3ccccc32)cc1,5,21,7,-41,0,-9,1,-6,1,10,0
CCN(CC)CCCOC(=O)C(OC(C)C)(c1ccccc1)c1ccccc1,0,19,-13,22,12,0,0,54,-5,-36,-7
COc1ccc(N=Cc2c(O)n(-c3ccc(C)cc3)c(=O)[nH]c2=O)cc1,3,-6,-12,8,4,-9,1,-30,-13,6,9
CCOC(=O)c1cc(CC)sc1/N=C/c1c(O)[nH]c(=S)[nH]c1=O,0,11,-8,7,-4,3,-2,11,-6,5,5
CNC(=O)CSP(=S)(OC)OC,.,-2,4,-14,-9,-8,4,16,-5,24,0
COc1ccccc1OCC#CCN1CCOCC1,-4,-5,-4,-4,24,-2,4,12,-2,6,0
O=C(Nc1ccc(Cl)cc1C(=O)c1ccccc1)c1ccccc1,1,20,-6,-17,18,6,6,15,-1,31,-7
COc1ccc(C(c2nnnn2-c2ccc3c(c2)OCCO3)N2CCC3(CC2)C(=O)NCN3c2ccccc2)cc1 (centres undefined),.,30,.,-12,-5,-3,.,-8,-5,0,-3
Cn1c(=O)[nH]c2nncnc2c1=O,-5,-6,6,2,-15,-8,-1,2,-6,16,12
O=C(c1ccc(F)cc1Cl)N1CCC2(CC1)OCCO2,2,0,4,-36,-18,29,5,6,1,26,-5
COc1cccc(N(C(C)=O)C2=NCCCS2)c1,2,-1,-3,16,0,2,0,-7,-6,13,10
O=S(=O)(c1ccc(Cl)cc1)N1CN2CCN(C2)C1,1,-3,-6,17,-2,-2,2,-3,.,13,-1
COc1ccc(CN2Cc3cc(-c4ccc(OC)cc4)ccc3-n3nncc3C2)cc1,.,-10,.,-6,-24,3,.,-10,-6,-138,-15
COc1ccccc1Sc1ccccc1CC(C)N (centres undefined),0,-4,-18,-8,-7,-1,2,7,-5,12,-9
COc1ccc(OCC(=O)N2CCN(Cc3nc4cc([N+](=O)[O-])ccc4n3C)CC2)cc1,1,21,-3,-8,13,1,0,1,1,9,0
COc1ccc(N2C(=O)/C(=C/c3ccc(OC)c(OC)c3)C(=O)NC2=S)cc1,.,-52,4,11,0,3,3,14,-5,23,-3
COC(=O)[C@]12OC[C@]34C([C@@H](O)[C@@H]1O)[C@]1(C)CC(=O)C(O)=C(C)[C@@H]1C[C@H]3OC(=O)[C@H](O)[C@@H]24 (some centres undefined),2,28,71*,63,29,-8,-1,-8,-9,45*,0
CC1CN=C(NCc2ccncc2)S1 (centres undefined),-1,-6,15,-30,-20,-5,-8,-23,-6,3,10
COc1ccc(-c2nc3ccccc3c(=O)n2-c2ccc(OC)cc2)cc1,1,5,-5,-12,-13,0,5,-11,0,-10,-3
CC(=NCCc1ccccc1)c1c(O)[nH]c(=O)[nH]c1=O,-4,11,2,-26,7,0,6,-12,-16,16,-13
CN(C)C(=O)Nc1cccc(OC(=O)N(C)C)c1,2,7,-5,0,-4,1,16,2,-5,17,6
CC(=NCc1ccco1)c1c(O)n(C)c(=O)n(C)c1=O,-1,14,5,-1,-15,-18,1,-18,-4,14,12
CCOC(=O)c1c(N)n(Cc2ccccc2)c2nc3ccccc3nc12,8,34,9,-12,-24,-3,1,3,.,-9,-11
NCC1(c2ccc3c(c2)OCCO3)CCCC1,4,5,-2,-26,0,11,-4,-4,-5,19,2

# Source: PubChem (several laboratories)
